# PriA SSB inh = inhibitors of Klebsiella pneumoniae PriA binding to SSB C-terminal tail | inhibition, % at 33 µM | AlphaScreen SSBct-PriA binding, biotinylated peptide | 430,000 compounds, 0.6% hits; in the data active means inhibition mostly above about 37%, no sharp cut-off; inactive means mostly below about 20%;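 further: plate controls were negative control peptide for no effect and reference peptide for full effect; strong numbers were not always called active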
# * marks the source's active call; other numbers are inactive results; & = joins results of further samples.
smiles	PriA SSB inh
CC(C)(C)OC(=O)Cn1cccc(S(=O)(=O)N2CCCCCC2)c1=O	-11.0
COc1ccccc1C(=O)Nc1ccc(-c2cnc3n2CCC3)cc1	0.0
CCCCOC(=O)c1ccc(NC(=O)c2cc(=O)c(OC)co2)cc1	-14.0&-4.0
O=C(NCC1CCN(c2ccncc2)CC1)C(=O)Nc1cc(F)ccc1F	-10.0
O=C(NC[C@H]1CCCO1)c1coc(NC(=O)c2cnccn2)n1	-14.0
O=C(CCc1ccccc1)NC1(c2nc(C3CC3)no2)CCCCC1	-3.0
Cc1ccc2ncc(C#N)c(N3CCC(C(=O)Nc4ccc5c(c4)OCO5)CC3)c2c1	11.0
CCCN(CCC)C(=O)Cc1csc2nc(-c3ccc(OCC)cc3)cn12	5.0
O=C(CSc1nc2c(sc(=S)n2-c2ccccc2)c(=O)[nH]1)NC1CCCCC1	1.0
CC(=O)Nc1ccc(SCC(=O)Nc2cc(C)on2)nn1	-1.0
CCCN1C(=O)C(C)(C)COc2ccc(NC(=O)c3cccc(Br)c3)cc21	30.0
Cc1ccc(-c2csc(NN=C/C=C/c3ccccc3)n2)cc1	5.7
COc1cc([N+](=O)[O-])ccc1NC(=O)CCS(=O)(=O)c1ccccc1	-7.0
COc1ccc(C(=O)Nc2c(N)nc(SCC(=O)Nc3ccc4c(c3)OCCO4)[nH]c2=O)cc1	-10.0
COC(=O)c1ccc(S(=O)(=O)NCC[C@H](O)c2cc(C)oc2C)cc1	4.0
O=C(Cn1ncn2nc(-c3ccc(F)cc3)cc2c1=O)Nc1ccc2c(c1)OCO2	5.0
COc1ccccc1C(=O)Cn1cccc(-c2nc(-c3ccccc3Cl)no2)c1=O	-13.0
C[C@H](Oc1ccccc1)C(=O)NCCn1nc(-c2ccccn2)c2c1CCCC2	-4.0
COc1ccc(C)cc1NC(=O)C(=O)NCc1ccccc1Cl	-1.0
O=C(Nc1nc2ccccc2s1)c1ncc(-c2ccc(F)cc2)o1	-3.0
COc1nc(C)cc(C)c1C#N	-24.0
CCOc1ccc(NC(=O)Nc2nc3ccc(Br)cc3s2)cc1	6.0
CCC(C(=O)NCC#CCN(C)Cc1ccccc1)c1ccccc1 (stereo not given)	-15.0
O=C(NCCn1nc(-c2ccccn2)cc1C1CC1)C1(c2ccccc2)CCOCC1	4.0
NC(=O)NN=C1c2ccccc2-c2c(C(N)=O)cccc21	-4.9
N#Cc1ccccc1NC(=O)C(=O)NCCc1c[nH]c2ccccc12	-17.0
CS(=O)(=O)C1CCN(C(=O)C2CC2)CC1	-12.0
O=C(NCCn1nc(-c2cccnc2)ccc1=O)Nc1ccc(OC(F)(F)F)cc1	-12.0
Cc1nc(OCC(=O)Nc2ccc(OC(F)(F)F)cc2)cc(-n2cccn2)n1	-9.0
O=C(C1CC=CCC1)N1CCN(c2cc(-n3cncn3)ncn2)CC1 (stereo not given)	13.0

# Next part
smiles	PriA SSB inh
CC(=O)c1ccc(NC(=O)CSc2ncc(CO)n2CC(=O)NC2CCCC2)cc1	-9.0
Cc1cc(C(=O)N/N=C\C(Br)=C\c2ccccc2)n[nH]1	-16.0
O=C1c2cccc3cc(Br)cc(c23)C(=O)N1c1ccc(N=Nc2ccccc2)cc1	-13.0
COc1cccc(CNC(=O)C(=O)Nc2cc(N3CCCS3(=O)=O)ccc2C)c1	-10.0
COc1ccc(C=NNC(=O)Cc2ccc(Cl)cc2)cc1OC	-24.1
NC(=S)NN=Cc1cn(-c2ccccc2)nc1-c1cccnc1	16.4
COc1cc(NC(=O)NCCCn2nc(-c3ccc(C)cc3)ccc2=O)cc(OC)c1	-4.0
O=C(O)c1cnns1	-13.0
Cn1nc(C(=O)N2Cc3cnc(N4CCOCC4)nc3C2)ccc1=O	-4.0
Cc1ccccc1C1CCN(C(=O)c2cc(-c3cccs3)nn2C)CCS1 (stereo not given)	6.0
COC(=O)c1ccsc1NC(=O)c1ccccc1C	-29.0
COc1cccc(C(=O)Nc2c(C)nc3c(C)cccn3c2=O)c1OC	-11.0
CCOc1ccc2ccccc2c1C(=O)NCC(C)(O)Cc1ccco1 (stereo not given)	0.0
COc1ccc(Br)c(C(=O)N2CC[C@@]3(CC(=O)c4ccccc4O3)C2)c1	-20.0
O=S(=O)(/C=C/c1ccccc1)N1CCc2ncncc2C1	5.0
O=C(NCCN1CCN(c2ccccc2)CC1)c1ccc(F)cc1	-23.0
COc1ccc(NC(=O)CCCn2c(=S)[nH]c3ccccc3c2=O)cc1Cl	-8.0
CC(=O)C1C2c3ccccc3OC1(C)N=c1sc(=Cc3cnn(C)c3)c(=O)n12 (stereo not given)	-20.7
CC(=NNC(=O)COc1cccc(C)c1)c1ccc2ccccc2c1O	-3.9
COc1ccc(S(=O)(=O)NCC2CCN(Cc3cc(C)oc3C)CC2)c(C)c1	1.0
O=c1cccnn1CCCNS(=O)(=O)c1ccc(C(F)(F)F)cc1	-2.0
O=C(COc1ccc(F)cc1)NCC1CCCN1c1nccs1 (stereo not given)	-9.0
CN(CC#CCNC(=O)Cc1ccccc1Cl)Cc1ccccc1	-7.0
CCOc1cccc(-c2c(C(=O)NN=Cc3ccc(C)o3)nnn2-c2nonc2N)c1	14.7
CC(=O)N1CC(C(=O)NCc2ccc(OC(F)(F)F)cc2)C1	3.0
C#CCn1c(=NC(=O)Cc2cccc3ccccc23)sc2cc(OC)ccc21	-7.0
Cc1cc(C=Nn2c(COc3ccccc3C)nc3ccccc3c2=O)c(O)c([N+](=O)[O-])c1	6.4
O=C(NC1CCC(Oc2ccccn2)CC1)C(O)c1ccccc1 (stereo not given)	-2.0
Cc1cc(C(=O)CN2CCCCC2)c(C)n1-c1ccc(F)c(Cl)c1	13.0
COc1ccc(-c2c[nH]c(=S)n2Cc2ccco2)cc1	17.0

# Next part:
smiles	PriA SSB inh
O=C(Nc1cnn(C2CCOCC2)c1)C1CC(=O)N(c2ccc(F)cc2)C1 (stereo not given)	-9.0
Cc1ccc2c(=O)c(C(=O)c3ccc(F)cc3)c[nH]c2n1	-13.0
O=C(NCc1ccccn1)c1c[nH]c(=O)n(Cc2ccc3c(c2)OCO3)c1=O	-8.0
O=C(c1ccccn1)N1CC(c2nc(-c3ccco3)no2)C1	-7.0
O=C(CSc1nnc2ccc(-c3ccc(Br)cc3)nn12)NCc1ccco1	-1.0
Cc1ccc(-n2nnc(C(=O)Nc3ccc(S(N)(=O)=O)cc3)c2C)cc1	0.0
CCOC(=O)C(=NNc1ccccc1Cl)N1CC(C)OC(C)C1 (stereo not given)	-0.1
Cc1ccc(S(=O)(=O)Nc2ccc(C(=O)NCCC(C)C)cc2)cc1	-11.0
CC(C)N(C(=O)Cn1nc(C2CC2)c2cnn(-c3cccc(Cl)c3)c2c1=O)C(C)C	-8.0
Cc1nnsc1C(=O)Nc1ccc(-n2nnn(CC(=O)NCc3ccco3)c2=O)cc1	-16.0
Clc1ccc(N2CCN(N=Cc3cccnc3)CC2)cc1	-16.8
CCOc1ccc(C=NOCC(=O)Nc2cc(S(=O)(=O)N3CCOCC3)ccc2OC)cc1	6.7
O=C(Nc1nnc(-c2ccco2)o1)C1c2ccccc2Oc2ccccc21	-4.0
Cc1cc(C)c2c(n1)sc1c(=O)n(CC(=O)Nc3ccc4c(c3)OCCO4)cnc12	9.0
CC(C)c1nccn1CC1CCN(S(C)(=O)=O)CC1	-12.0
O=C(Cn1ncccc1=O)Nc1cnn([C@H]2CCOC2)c1	-6.0
COC(=O)c1nn(-c2ccccc2)c(Sc2ccccc2)c1C=NO	2.2
COC(=O)c1sccc1S(=O)(=O)N1CCS[C@H]1c1ccc(Cl)c(Cl)c1	-10.0
O=S(=O)(c1ccccc1F)N1CCN(c2ccc(-c3ccccc3)nn2)CC1	-11.0&-4.0
COc1ccc(-c2noc(C3CCN(S(=O)(=O)c4ccc(C)c(C)c4)CC3)n2)cc1OC	-9.0
O=C(c1ccco1)N1CCN(S(=O)(=O)CCCOc2ccc3c(c2)OCO3)CC1	5.0
CCOC(=O)c1nn(-c2ccccc2)c(=O)cc1NC(=O)CC1CCCC1	-1.0
COc1ccccc1Nc1nc(Nc2ccc(Cl)c(Cl)c2)nc(N2CCOCC2)n1	-6.0&16.0
COc1ccc(OC)c(/C=C/C(=O)NCC(C)C)c1	-5.0
COc1ccc(-c2cc(N3CCN(C(=O)OC(C)(C)C)CC3)ncn2)cc1	-6.0
COc1cccc(CCNC(=O)CC2CSc3nc4c(c(=O)n32)CCCC4)c1 (stereo not given)	1.0
Cn1nc(CN(Cc2ccco2)C(=O)Nc2c(F)cccc2F)c2c1CCC2	5.0
Cn1cccc1-c1noc(CNC(=O)Cn2c(=O)oc3ccccc32)n1	3.0
N#Cc1cccc(C(=O)N2CCC(CSC3=NCCS3)CC2)c1	-12.0
COC(=O)c1ccc(S(=O)(=O)N2CCCC(c3nnc(-c4ccsc4)o3)C2)cc1 (stereo not given)	-11.0

# Taken from above:
# `COC(=O)c1nn(-c2ccccc2)c(Sc2ccccc2)c1C=NO` | PriA SSB inh = 2.2
# `COc1ccc(OC)c(/C=C/C(=O)NCC(C)C)c1` | PriA SSB inh = -5.0
# `COc1ccc(-c2cc(N3CCN(C(=O)OC(C)(C)C)CC3)ncn2)cc1` | PriA SSB inh = -6.0
# `O=S(=O)(c1ccccc1F)N1CCN(c2ccc(-c3ccccc3)nn2)CC1` | PriA SSB inh = -11.0&-4.0

# Remaining list, next part.
smiles	PriA SSB inh
Cc1cc2ncc(CCCNS(=O)(=O)c3ccccc3C(F)(F)F)cn2n1	8.0
N#Cc1nc(-c2ccccc2Cl)oc1N1CCCC1	52.5
COc1cc(NC(=O)NCC(c2ccc3c(c2)CCN3C)N2CCCC2)cc(OC)c1 (stereo not given)	44.0
Cc1ccc(-c2cnn3c(Cl)cc(C(C)(C)C)nc23)cc1	-6.0
NC(=O)c1cc2cc(Br)ccc2oc1=NNC(=O)c1cccc(F)c1	-11.3
CCOC(=O)c1oc2ccccc2c1NC(=O)C1CCN(S(=O)(=O)c2ccc(Cl)s2)CC1	-12.0&-9.0
CC1CCN(C(=O)Cc2csc(Nc3ccccc3)n2)CC1	-2.0
CCCCn1c(=O)[nH]c2c(C(=O)N3CCC(C(=O)OCC)CC3)snc2c1=O	1.0
COc1ccc(CC(=O)NCc2nnc3ccc(-c4cccs4)nn23)cc1Cl	0.0
COc1ccc(CNC(=O)Cc2cc(=O)[nH]c(SCc3cccc(Cl)c3)n2)cc1	-11.0
O=C(NN=Cc1ccc([N+](=O)[O-])cc1)c1ccc(COc2ccccc2-c2ccccc2)cc1	-16.1
Cn1ccc(C(=O)Nc2nc(-c3ccc(Oc4ccccc4)cc3)cs2)n1	15.0
O=C(NC(=S)NC1CCS(=O)(=O)C1)c1ccc(Br)cc1 (stereo not given)	-5.0
O=C(c1ccc([N+](=O)[O-])o1)N1CCN(c2ncnc3c2nnn3-c2cccc(F)c2)CC1	-10.0
CSc1ccccc1Nc1nc2ccccc2nc1NS(=O)(=O)c1cnn(C)c1	-5.0
O=c1c([N+](=O)[O-])c(NCc2cccnc2)c2ccccc2n1-c1ccccc1	3.0
CC(C)(c1cc(Br)c(OCC(O)CN2CCCCCC2)c(Br)c1)c1cc(Br)c(OCC(O)CN2CCCCCC2)c(Br)c1 (stereo not given)	10.0
O=C(N1CC[C@H](n2cc(-c3ccccc3)nn2)C1)C1(c2ccc(Cl)cc2)CCCC1	-18.0
Cc1cccc(C(=O)N2CCN(Cc3nc4ccccc4[nH]3)CC2)c1	3.0
CC(O)(CNC(=O)Cc1ccccc1Cl)c1ccc2c(c1)OCO2 (stereo not given)	-2.0
CN1CCN(CCC(=O)NN=C/C=C2\N(C)c3ccccc3C2(C)C)CC1	-3.0
O=C(NCc1c(F)cccc1F)c1ncc(-c2ccc(Cl)cc2)o1	22.0
CCCc1nnsc1C(=O)NCC1(O)CCOc2ccccc21 (stereo not given)	3.0
O=C(Cc1ccccc1)Nc1nc(-c2cccnc2)cs1	8.0
O=C(CN1CC(c2nc(-c3ccsc3)no2)C1)NC1CCCCC1	1.0
Cc1cccc(S(=O)(=O)NCCn2nc(-c3cccnc3)ccc2=O)c1	-5.0
COc1cccc(NC(=O)C(=O)Nc2cc([N+](=O)[O-])ccc2C)c1	1.0
CC12CC3CC(C)(C1)CC(C(=O)Nc1ccc(F)c(Cl)c1)(C3)C2	1.0
O=C(NCCC1=CCCCC1)C(=O)NCC(O)(c1cccs1)C1CC1 (stereo not given)	-6.0
O=c1[nH]c(=S)n(-c2cccc(Cl)c2)c(O)c1C=NN1CCOCC1	0.2

# Next entries.
smiles	PriA SSB inh
O=C(CSc1n[nH]c(-c2ccccc2)n1)Nc1ccccc1F	22.1
O=C(c1cccc(F)c1)N1CCN(Cc2cnnn2-c2ccccc2)CC1	6.0
O=C(c1ccc(S(=O)(=O)N2CCOCC2)cc1)N1CCN(c2ncccn2)CC1	-20.0
O=C(NN=Cc1cc([N+](=O)[O-])ccc1Cl)c1ccc2nc[nH]c2c1	-6.5
Cc1ccc(C(c2c(O)cc(C)n(Cc3cccnc3)c2=O)N2CCN(c3ccc(F)cc3)CC2)cc1 (stereo not given)	12.0
CC1C(=O)N2CCCc3cc(NC(=O)c4cccc(Br)c4)cc1c32 (stereo not given)	0.0
CSC(=NS(=O)(=O)c1cccs1)Nc1ccc(F)c(Cl)c1	-35.0
COc1cccc(CNC(=O)CCn2cnc3c(cnn3C(C)(C)C)c2=O)c1	5.0
COc1cccc([C@H](CNC(=O)Nc2cccc(Cl)c2)N2CCOCC2)c1	5.0
COc1ccnc(Oc2ccc(F)cc2)c1C(=O)NC=NOCc1cccc(F)c1	-8.2

# Exported field by field: part of the list above.
> Cc1cccc(S(=O)(=O)NCCn2nc(-c3cccnc3)ccc2=O)c1
  PriA SSB inh = -5.0
> COc1cccc(NC(=O)C(=O)Nc2cc([N+](=O)[O-])ccc2C)c1
  PriA SSB inh = 1.0
> CC12CC3CC(C)(C1)CC(C(=O)Nc1ccc(F)c(Cl)c1)(C3)C2
  PriA SSB inh = 1.0

# Source: PubChem

# Only part of the results is shown, so the mix of outcomes need not match the whole.
